Assay outcomes from PubChem.
GAA850 FXN act: FXN promoter activators, primary screen, cell-based, luciferase luminescence, HEK293 lucGAA850. AID 540364, 2011. hit rate 0.56% among 360,000. HEK293 lucGAA850 FXN promoter luciferase reporter, 24 h; percent of 10 µM SAHA response. activation, % at 6 µM;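 active = activation above the average of all compounds screened plus 3 SD, cutoff fixed separately per campaign, cut at about 7.5% in these data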;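 note: 0% = DMSO wells and 100% = 10 µM SAHA wells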
DAX1 inh-1: DAX1 (NR0B1) inhibitors, primary screen, cell-based, HEK293, Gal4-DAX1, luciferase luminescence; Nuclear receptor subfamily 0 group B member 1 (Homo sapiens), P51843; HEK293 Gal4-DAX1 luciferase reporter; inhibition, % at 6.75 µM; hit rate 0.99% among 340,000; AID 504766, 2011;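 active = inhibition above the mean over all tested compounds plus 3 SD, cut at about 4.2% in these data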;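 note: 0% = DAX1-transfected cells with DMSO and 100% = empty-vector control cells with DMSO; inhibition shows as a rise in luminescence from relieved DAX1 repression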
Target sequence (P51843 207-470 limits assumed): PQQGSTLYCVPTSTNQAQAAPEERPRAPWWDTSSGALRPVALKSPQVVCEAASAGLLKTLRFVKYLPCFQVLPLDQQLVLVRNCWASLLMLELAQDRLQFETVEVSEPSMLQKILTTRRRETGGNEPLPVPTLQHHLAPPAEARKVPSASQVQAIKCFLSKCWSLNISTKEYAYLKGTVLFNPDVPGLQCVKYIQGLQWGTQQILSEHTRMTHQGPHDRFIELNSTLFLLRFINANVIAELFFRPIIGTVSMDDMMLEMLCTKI
hgDAF12 agonist: H. glycines DAF-12 receptor agonists, primary screen, cell-based, luminescence, HEK293, GAL4 fusion, UAS-luciferase; HEK293 GAL4-hgDAF12 UAS-luciferase reporter, agonist luminescence; normalized to butyrate control; hit rate 1.8% among 370,000; Nuclear hormone receptor DAF-12 (Heterodera glycines), GAL4 fusion; activation, % at 6.8 µM;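 active = activation above a cutoff set at the mean of all screened compounds plus 3 SD, cut at about 10% in these data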;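 note: 0% = DMSO wells and 100% = sodium butyrate wells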
ADAM10 inh: human ADAM10 inhibitors, primary screen, biochemical, QFRET, HTS; recombinant ADAM10, EDANS/DABCYL FRET peptide cleavage, 3 h; inhibition, % at 7 µM; hit rate 0.62% among 370,000; AID 720582, 2013;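 active = inhibition above a per-campaign cutoff equal to the mean of compounds falling between control-based bounds plus 3 SD, cut at about 20% in these data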;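 note: 0% = DMSO wells while the 100% control is not disclosed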
Target sequence (O14672 214-748 limits assumed): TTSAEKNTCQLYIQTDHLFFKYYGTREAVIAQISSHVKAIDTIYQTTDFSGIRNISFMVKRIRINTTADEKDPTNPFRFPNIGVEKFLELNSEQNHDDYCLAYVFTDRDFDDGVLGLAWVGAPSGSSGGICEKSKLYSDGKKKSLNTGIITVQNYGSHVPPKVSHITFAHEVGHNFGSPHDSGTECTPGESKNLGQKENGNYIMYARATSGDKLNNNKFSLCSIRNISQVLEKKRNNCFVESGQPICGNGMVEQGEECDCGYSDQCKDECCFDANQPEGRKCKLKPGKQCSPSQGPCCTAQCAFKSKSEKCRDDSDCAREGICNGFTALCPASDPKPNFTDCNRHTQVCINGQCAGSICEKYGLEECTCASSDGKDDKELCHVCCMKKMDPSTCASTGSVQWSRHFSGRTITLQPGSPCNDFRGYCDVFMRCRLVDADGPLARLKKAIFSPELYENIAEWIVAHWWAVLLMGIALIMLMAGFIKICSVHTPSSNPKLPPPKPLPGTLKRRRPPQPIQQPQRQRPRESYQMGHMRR
GC-A act: GC-A stimulated cGMP production enhancers – HEK293 GC-A cells, cGMP TR-FRET, EC30 ANP, primary screen. hit rate 0.14% among 370,000. activation, % at 10 µM. 0% at EC30 ANP, 100% saturating ANP. AID 1671463, 2021; in the data active = activation above about 40%
HGIII-sPLA2 inh: human group III sPLA2 inhibitors, primary screen, biochemical, QFRET, BODIPY PC-A2 liposome substrate | hit rate 0.56% among 370,000 | AID 743126, 2013 | inhibition, % at 12.2 µM | QFRET BODIPY PC-A2 liposome hydrolysis, fluorescence;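 active = inhibition above mean plus 3 SD of compounds lying within the high and low control bounds, cut at about 19% in these data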;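 note: 0% = median of test compound wells and 100% = no enzyme DMSO wells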
SMARCA2 activ: SMARCA2 (BRM) function activators, primary screen, cell-based, luminescence, high throughput | activation, % at 9.1 µM | hit rate 1% among 370,000 | MG213 cells, MMTV-luciferase reporter, dexamethasone, overnight; in the data active = activation above about 7.8%;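 note: 0% = vehicle wells and 100% = reference activator wells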
DAX1 inh-2: DAX1 (NR0B1) inhibitors on StAR promoter, primary screen, cell-based, luminescence, SF-1 (NR5A1), full-length DAX-1 | HEK293T StAR-luciferase reporter, SF-1/DAX-1 repression relief | inhibition, % at 6.8 µM | hit rate 1.1% among 370,000 | AID 652010, 2013;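 active = inhibition above the mean over all tested compounds plus 3 SD, cut at about 3.6% in these data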;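 note: 0% = DAX-1 cells with DMSO and 100% = cells lacking DAX-1 with DMSO; higher inhibition means more luminescence from relief of DAX-1 repression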
hcDAF-12 act: H. contortus DAF-12 nuclear receptor activators, primary screen, cell-based, luminescence, HEK293, lit1-tk-luc reporter. HEK293 hcDAF-12 lit1-tk-luc reporter; 0% DMSO, 100% Δ7-dafachronic acid. AID 652067, 2013. activation, % at 6.8 µM. hit rate 1.4% among 370,000;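 active = activation above the mean of all tested compounds plus 3 SD, cut at about 5.5% in these data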;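 note: 100% = response to 3 µM Δ7-dafachronic acid high control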
GC-B act: human GC-B receptor activators, primary screen, HEK293 GC-B cells, cGMP TR-FRET, EC30 CNP; AID 1920062, 2024; 0% at EC30 CNP, 100% saturating CNP; Atrial natriuretic peptide receptor 2 (Homo sapiens), P20594; activation, % at 10 µM; hit rate 0.11% among 370,000;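 active = activation at 10 µM reaching about 35% in either raw or pattern-adjusted values, limit read from the data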
ssDAF12 agonist: S. stercoralis DAF-12 nuclear receptor activators, primary screen, cell-based, luminescence, HEK293, GRIP1 co-expression, lit1-tk-luc | HEK293 ssDAF-12/GRIP1 lit1-tk-luc reporter; % of 3 µM dafachronic acid response | activation, % at 6.8 µM | hit rate 1% among 370,000;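 active = activation above the mean over all tested compounds plus 3 SD, cut at about 0.9% in these data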;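 note: 0% = DMSO-only wells and 100% = 3 µM delta7-dafachronic acid wells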
* = called active by the depositor. Rows were taken by chance; any-hit rate near 6.6%.

SMILES	GAA850 FXN act	DAX1 inh-1	hgDAF12 agonist	ADAM10 inh	GC-A act	HGIII-sPLA2 inh	SMARCA2 activ	DAX1 inh-2	hcDAF-12 act	GC-B act	ssDAF12 agonist
CCOC(=O)c1c(-c2ccccc2)[nH]c2ccc(O)cc12	1.2	-0.7	0.9	-123.0	7.2	-15.2	-1.0	-1.2	-0.9	9.2	-1.5
CC(Oc1ccc2c3c(c(=O)oc2c1)CCCC3)C(=O)NCc1ccncc1 (centres undefined)	-0.1	-0.2	-0.2	-203.2	-7.1	3.4	1.0	-3.0	-1.8	-5.2	-1.4
CCOc1ccc(NC(=O)Nc2ccc(N(C)C(C)=O)cc2)cc1	-1.2	1.8	-1.1	10.1	2.9	4.4	2.0	-1.9	-2.9	6.3	-0.2
CCN(C(=O)COC(=O)c1cc(OC)c(OC)cc1[N+](=O)[O-])C1CCS(=O)(=O)C1 (centres undefined)	0.3	-0.6	3.2	-1.3	-2.4	-4.0	-2.5	-0.1	1.2	-0.9	-1.7
C#CCn1c2ccccc2c2nc3ccccc3nc21	6.2	2.1	9.4	-14.6	10.6	3.7	9.3*	1.7	7.1*	2.7	0.7
COc1ccccc1-c1nc2ccccc2c(=O)n1NC(=O)c1cccs1	2.0	0.1	-4.9	6.6	-2.9	0.3	-3.3	-0.3	0.4	-3.4	-1.0
C=CCNC(=S)N/N=C/c1ccc(C)s1	0.1	0.3	0.6	-8.0	4.9	14.2	-0.6	-0.1	-1.5	11.0	-0.9
CCN(CC)c1ccc(C(=O)OCc2c(C)noc2C)cc1	-0.9	-1.2	-2.0	-3.9	-1.6	-3.4	-2.1	-0.9	-2.0	-4.9	-1.7
CCOc1ccccc1-n1c(COc2ccc(C)cc2)nnc1SCC(N)=O	0.3	0.8	-4.1	-0.9	-7.7	11.1	-5.2	-0.8	-2.3	-5.3	-2.2
COC(=O)c1ccc(NC2c3ncccc3C(=O)N2Cc2cccs2)cc1 (centres undefined)	1.2	-0.5	2.1	4.2	0.8	4.0	0.1	0.3	-1.2	3.0	-1.8
COc1ccc(NC2=NCCC2)cc1	0.8	-0.6	1.4	0.1	2.5	3.1	-2.7	-0.2	1.0	14.2	-1.0
COc1ccc(S(=O)(=O)N2CCN(CC(=O)Nc3sccc3C(N)=O)CC2)cc1OC	2.0	-0.9	-2.8	-3.5	0.2	-1.9	0.3	-2.8	-1.1	-2.7	-0.9

With a hit mark in hcDAF-12 act, of those listed so far:
smiles	GAA850 FXN act	DAX1 inh-1	ADAM10 inh	GC-A act	HGIII-sPLA2 inh	SMARCA2 activ	DAX1 inh-2	hcDAF-12 act	GC-B act	ssDAF12 agonist
C#CCn1c2ccccc2c2nc3ccccc3nc21	6.2	2.1	-14.6	10.6	3.7	9.3*	1.7	7.1*	2.7	0.7

Next compounds.
SMILES	GAA850 FXN act	DAX1 inh-1	hgDAF12 agonist	ADAM10 inh	GC-A act	HGIII-sPLA2 inh	SMARCA2 activ	DAX1 inh-2	hcDAF-12 act	GC-B act	ssDAF12 agonist
Cn1nnnc1SCC(=O)c1c(N)n(C)c(=O)n(C)c1=O	-0.7	-0.5	3.0	7.2	1.1	2.2	3.2	0.4	0.6	-2.2	-1.0
COc1cccc(CNC(=O)CCC2CCCN(Cc3ccc4c(c3)CCO4)C2)c1 (centres undefined)	1.3	2.4	0.0	-7.2	-6.6	-2.5	-3.3	-0.2	1.6	-2.9	-0.8
CCCCNCc1cc(OCC)c(OCC(N)=O)cc1Br	-3.4	3.6	0.0	3.3	-15.0	2.7	-1.6	1.6	-0.9	-11.3	-0.3
COc1ccc(C2/C=C\CN(C(=O)NC(C)C)CC(=O)N2Cc2ccc(F)cc2)cc1 (centres undefined)	-0.9	0.3	-1.9	0.2	-3.5	1.6	-0.8	0.1	-0.7	7.3	-1.2
Cc1[nH]c(=O)c(C#N)cc1-c1csc(-c2ccccc2)n1	1.2	0.7	1.8	-8.0	-0.8	4.4	-0.3	0.2	-1.5	-5.8	-0.4
CCC(C(=O)NCCCN(CC)Cc1ccccc1)n1nc(C)c2sc3ccccc3c2c1=O (centres undefined)	-5.9	0.7	1.2	-21.8	-19.6	-13.7	-0.6	0.2	3.5	-19.7	-1.4
COc1ccc(C(=O)c2cnc(/N=C/N(C)C)s2)cc1	2.1	-1.2	7.1	-33.7	1.1	2.5	6.8	1.0	0.3	-0.7	-1.1
CC(C(=O)OCc1nnc(-c2ccccc2)o1)N1C(=O)c2ccccc2C1=O (centres undefined)	2.1	0.6	0.5	1.3	-7.9	2.6	2.9	-0.2	-0.5	0.8	-0.2
Cc1cccc(N(CC(=O)NC2CCCC2)C(=O)c2cc3cc4cccc(C)c4nc3s2)c1C	-1.4	-1.6	2.6	5.3	1.6	2.4	0.2	-0.2	-0.5	0.5	-0.7
CC(=O)Nc1c(NC(C)C)c2ccccc2oc1=O	1.6	-0.8	2.3	6.7	4.5	0.3	-5.1	-0.7	-1.1	0.5	-0.8
CCc1ccc(C(=O)COC(=O)CNC(=O)C2CCCCC2)cc1	3.3	0.2	2.6	-6.8	3.4	-4.8	0.1	0.0	0.2	4.7	-0.8
CCOC(=O)c1[nH]ncc1CN1CCCC(C(=O)c2ccc(OC)cc2C)C1 (centres undefined)	3.2	-1.3	-1.5	6.4	-4.6	1.1	-0.4	0.4	0.4	4.7	-1.6
COc1ccc(C(=O)OCc2c(F)cccc2Cl)cc1S(=O)(=O)N1CCOCC1	1.4	0.1	-0.7	10.4	3.5	-27.5	-3.3	-1.5	-2.9	6.2	-1.8
COc1cccc(CNc2ncn[nH]2)c1OCc1ccccc1F	-0.8	0.1	1.4	-7.1	4.3	-1.6	1.5	-1.1	-1.7	6.1	-1.5
COC(=O)Nc1nnc(Cc2ccc(OC)cc2)s1	0.5	-1.3	1.4	5.4	-0.7	1.6	-1.2	0.0	-1.2	3.9	-1.0
O=C(Nc1cc2nn(-c3ccccc3)nc2cc1Cl)c1ccco1	5.9	1.9	2.8	-9.5	-1.4	4.2	8.8*	-0.3	3.2	-4.2	0.2
OCc1n[nH]c(CO)n1	-3.7	0.4	-3.3	1.9	-4.0	3.5	-0.8	-0.3	-1.7	1.6	-1.7
O=C(CCCN1C(=O)c2cccc3cccc(c23)C1=O)N1CCN(c2ccccc2O)CC1	-0.6	-2.5	-5.2	-65.0	-0.9	-8.7	-3.6	-1.5	-5.5	3.2	-1.6
O=C(OCC(=O)N1CCCCC1)c1ccccc1SCC(=O)N1CCCCC1	3.0	-0.7	-0.6	0.8	-0.9	0.9	1.5	1.1	0.7	5.0	0.1
O=c1[nH]c(CSc2nnc(Cc3ccccc3)o2)nc2ccccc12	-0.5	1.2	-0.6	7.0	-7.6	-3.3	3.9	-0.3	0.2	-2.4	-1.2
COc1ccc(/C(C)=N/N=C2/NC(=O)CC(C(=O)O)S2)cc1 (centres undefined)	2.6	0.1	4.0	-3.6	4.9	-3.0	-2.0	0.4	0.3	4.1	-1.0
CN(CCCNC(=O)CN1C(=O)CC(C)(C)S(=O)(=O)c2ccccc21)C1CCCCC1	0.3	1.1	-0.1	0.6	2.7	5.5	2.5	-0.2	-1.8	2.1	-1.5
COc1ccc(C2/C(=C(\O)c3cc(C)ccc3C)C(=O)C(=O)N2CCN(C)C)cc1OC (centres undefined)	0.1	1.2	2.6	2.5	-4.1	7.0	1.0	-0.4	-1.3	5.9	-0.9
C=CCn1c(SC)nnc1-c1cccc([N+](=O)[O-])c1	0.3	-0.5	4.4	1.0	-1.0	-2.1	-2.9	0.4	-2.8	1.6	-1.6
O=C(NCc1ccc(N2CCCC2=O)cc1)c1cn(CCc2ccccc2)nn1	1.1	0.6	3.5	-0.7	0.2	-6.6	-1.9	-0.7	-0.2	-0.7	-1.2
Cc1nnc(SCC(=O)N(C)C2CCCCC2)s1	2.3	4.0	-0.5	4.1	-1.2	3.9	2.8	1.3	-0.7	-0.9	0.2
COc1ccc(N2CCN(C(=O)Cn3nnc(-c4cccs4)n3)CC2)cc1	1.3	-1.1	0.0	1.2	4.9	9.1	-1.3	0.0	-1.3	2.3	-1.0
CCN1CCc2c(sc(NC(=O)C3COc4ccccc4O3)c2C(N)=O)C1 (centres undefined)	0.9	0.8	2.3	-21.5	-2.4	-4.3	5.5	3.0	0.3	-3.8	-1.1
CCN(CC)c1ccc(NC(=O)c2ccc(S(=O)(=O)N3CCOCC3)cc2)cc1	1.4	2.3	0.8	-5.3	-2.9	8.8	-0.2	0.1	-1.3	7.9	-1.1
CN1CCC(=NNC(=O)C(=O)NC2CCCC2)CC1	2.1	2.9	-0.3	-7.2	0.9	1.5	0.8	0.1	-1.5	1.6	-0.2
CCC(CC)c1ncc[nH]1	-0.4	-0.1	1.8	-0.7	-2.0	2.1	-1.9	-0.2	-2.4	0.0	-1.3
O=c1c2c3nc4ccccc4nc3n(-c3ccc4c(c3)OCCO4)c2ncn1C1CCCC1	4.2	0.5	-1.6	-10.4	0.0	3.9	-3.6	0.2	2.5	-3.7	-0.7
COc1ccc(C(=O)N/C(=C\c2cn(S(=O)(=O)N(C)C)c3ccccc23)C(=O)NCCCN2CCOCC2)cc1	0.3	-0.1	-1.3	-1.4	-1.0	-5.0	-1.1	1.6	1.7	-0.8	-1.4
CN(C(=O)c1cc2c(s1)-c1ccccc1S(=O)(=O)C2)c1ccccc1	2.5	0.4	1.9	3.8	-2.8	-36.7	3.0	-0.2	-2.4	-4.2	-1.0
COCCN(CC(=O)Nc1ccccc1)S(=O)(=O)c1ccc(S(=O)(=O)N2CCCC2)cc1	0.5	0.7	-0.4	15.7	-1.3	6.5	0.5	0.3	0.4	2.8	-1.1
O=C(O)CCc1c(C(=O)O)[nH]c2ccccc12	-1.1	-1.2	-1.6	5.1	1.0	-3.3	0.3	-0.2	0.3	0.0	-1.1
CC(C)(C)n1nnnc1C(c1ccc(F)cc1)N(Cc1ccc(F)cc1)Cc1ccco1 (centres undefined)	15.1*	0.4	1.9	-3.5	-33.0	-8.6	-1.4	-0.5	-1.8	-19.1	-1.3
Cc1[nH]c2ccccc2c1C(=O)CSc1n[nH]c(N)n1	-1.2	0.7	-1.5	-5.2	0.9	0.2	2.4	-0.4	-1.6	-4.9	-1.3
